Screening data deposited in PubChem by several laboratories.
OPRM1-OPRD1 inv: mu-delta opioid heterodimer inverse agonism | P35372+P41143 | cell-based MOR-DOR heterodimer luminescence | inhibition, % at 9.3 µM | 340,000 compounds, 0.21% hits | AID 504357; in the data active = inhibition above about 22%, passing the limit was not always enough;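 also: 0% = cells with DMSO and 100% = wells without cells with DMSO; values of inactives mirror those of a sister screen read the other way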
PKA-R2B act: PKA-R2B complex activation; P22694+P31323; activation, % at 11.4 µM; PKA-R2B holoenzyme dissociation, Cy5-IP20 fluorescence polarization; R2B truncated from residue 108, S112A mutant; 0% DMSO only, 100% 113 µM cGMP; AID 504700; 340,000 compounds, 0.079% hits;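 active = activation above a cutoff set at the mean over all compounds plus 3 SD, cut at about 18% in these data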;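 also: higher means more holoenzyme dissociation and a rise in polarization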
PKA-R1A activ: activators of PKA-R1A complex. activation, % at 11.4 µM. P00514+P68181. PKA-R1A dissociation, Cy5-IP20 fluorescence polarization; scaled: DMSO 0%, 113 µM cGMP 100%. AID 504707. 340,000 compounds, 0.083% hits;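 active = percent activation above the mean of all tested compounds plus 3 SD, cut at about 19% in these data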;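 also: higher means more PKAc released from R1A so a rise in polarization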
V-ATPase pH: yeast V-ATPase proton transport regulation by pHLuorin | AID 504577 | S. cerevisiae, pHLuorin cytosolic pH fluorescence | 350,000 compounds, 0.37% hits | response, % at 10 µM; in the data active = response mostly above about 7.3%, no sharp cut-off; inactive = mostly below about 5.4%; also: actives read high; inactives centre near 0; some compounds called inactive have numbers as strong as hits; reference of the scale not given here
DAGLB inh: blocks human DAGLB lipase activity. AID 504411. HEK293T DAGLB membrane lysate, EnzChek fluorogenic substrate. 340,000 compounds, 0.059% hits. inhibition, % at 5.17 µM; in the data active = inhibition above about 34%;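 also: 0% = enzyme with vehicle and 100% = wells lacking enzyme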
Pemphigus Ab inh: human desmoglein-3 autoantibody binding inhibition. DSG3-coupled beads, scFv-anti-DSG3-GFP binding, flow cytometry; stronger effect = lower value. binding (percent of control), % at 10 µM. AID 588358. P32926. 310,000 compounds, 0.48% hits;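 active = binding more than 3 SD below its plate's average and above zero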;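 also: hits lower antibody fragment binding to DSG3; some compounds called inactive have numbers as strong as hits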
Target sequence (P32926 whole entry, looked up, the tested form may be a part): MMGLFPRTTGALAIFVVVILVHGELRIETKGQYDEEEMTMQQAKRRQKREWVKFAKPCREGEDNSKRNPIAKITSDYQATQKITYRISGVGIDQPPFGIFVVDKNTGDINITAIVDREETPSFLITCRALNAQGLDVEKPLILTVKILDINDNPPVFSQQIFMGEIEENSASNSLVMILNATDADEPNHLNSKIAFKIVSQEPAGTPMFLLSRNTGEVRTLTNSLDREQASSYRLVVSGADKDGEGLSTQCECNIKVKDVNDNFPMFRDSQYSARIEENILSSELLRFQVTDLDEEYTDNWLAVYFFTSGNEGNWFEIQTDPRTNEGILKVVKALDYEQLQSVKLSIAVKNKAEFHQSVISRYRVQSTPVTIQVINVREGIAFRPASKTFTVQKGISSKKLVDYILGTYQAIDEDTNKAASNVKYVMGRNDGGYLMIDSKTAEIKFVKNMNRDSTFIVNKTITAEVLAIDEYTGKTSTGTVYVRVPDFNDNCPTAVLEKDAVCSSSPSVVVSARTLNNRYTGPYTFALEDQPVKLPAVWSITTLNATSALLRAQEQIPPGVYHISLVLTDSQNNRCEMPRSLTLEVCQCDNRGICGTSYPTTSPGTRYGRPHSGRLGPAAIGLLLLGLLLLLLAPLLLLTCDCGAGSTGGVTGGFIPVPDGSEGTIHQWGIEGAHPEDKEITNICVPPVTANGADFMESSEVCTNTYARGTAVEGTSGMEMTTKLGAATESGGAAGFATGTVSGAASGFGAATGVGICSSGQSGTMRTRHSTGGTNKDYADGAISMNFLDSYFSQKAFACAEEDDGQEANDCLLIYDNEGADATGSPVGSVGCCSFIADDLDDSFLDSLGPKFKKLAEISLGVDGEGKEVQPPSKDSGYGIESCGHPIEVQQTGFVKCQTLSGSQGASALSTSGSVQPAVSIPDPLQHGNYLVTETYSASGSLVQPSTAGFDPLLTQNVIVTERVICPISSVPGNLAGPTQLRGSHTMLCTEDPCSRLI
MOR-DOR ag: OPRM1-OPRD1 heterodimerization agonism. P35372+P41143. cells, luminescence. activation, % at 9.3 µM. 340,000 compounds, 0.3% hits. AID 504326; in the data active = activation above about 18%;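 also: 0% = vehicle-treated cells and 100% = reference agonist; values of inactives mirror those of a sister screen read the other way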
Arrestin-AP2 inh: human beta-arrestin and AP2 interaction inhibition; 340,000 compounds, 0.31% hits; FITC-arrestin peptide / GST-AP2 beads, flow cytometry; AP2 beta2 appendage carries R879A mutation; inhibition, % at 10 µM; AID 504490;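 active = inhibition above a set limit, near 3 SD of compounds lacking own fluorescence, cut at about 54% in these data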;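 also: plate controls were DMSO wells for no effect and 5 µM unlabelled arrestin peptide for full effect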
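System: GST-AP2 R879A glutathione beads. Medium: PBS with 0.05% Tween 20 and 0.1% BSA. Also added: FITC-arrestin peptide, 50 nM. Incubation: 12 min plus 1 h, RT. Measured by: high-throughput flow cytometry of beads, ex 488, em 535 nm. Evaluation: percent drop in bead-associated FITC signal.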
HTR5A inv ag: HTR5A inverse agonism, opioid heterodimer counter-screen. AID 504634. P47898. 340,000 compounds, 0.083% hits. HTR5A cell line, luminescence. inhibition, % at 9.3 µM; in the data active = inhibition mostly above about 23%, no sharp cut-off; inactive = mostly below about 18%;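 also: 0% = cells with DMSO and 100% = no-cell wells with DMSO; some compounds called inactive have numbers as strong as hits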
HTR5A ag ctr: HTR5A agonism, opioid heterodimer counter-screen; P47898; HTR5A agonist assay, luminescence, cell-based; activation, % at 9.3 µM; 340,000 compounds, 0.61% hits; AID 504692; in the data active = activation mostly above about 9.5%, no sharp cut-off; inactive = mostly below about 7.6%;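 also: 0% = cells with vehicle only and 100% = reference agonist; strong numbers were not always called active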
* hit, by the source's call; · = no result given.

SMILES	OPRM1-OPRD1 inv	PKA-R2B act	PKA-R1A activ	V-ATPase pH	DAGLB inh	Pemphigus Ab inh	MOR-DOR ag	Arrestin-AP2 inh	HTR5A inv ag	HTR5A ag ctr
CN(C)S(=O)(=O)c1ccc(NC(=O)C2CC(=O)N(Cc3ccccc3)C2)cc1 (configuration not stated)	13	7	14	-1	-3	70	-2.5	-13	-1	0
CCN1CCN(CCOc2ccc(Cl)cc2)CC1	10	-14	-12	2	-2	103	-2.2	32	-11	4
Cc1cc(Cl)c(OCCOCCN2CCCCC2)c(Br)c1	14	1	-5	-5	-3	99	-2.3	18	0	0
Fc1cccc(NC(=S)N2CCCCC2)c1	5	4	-4	-2	-2	·	-1.3	4	-8	3
Cc1ccc(C(=O)C2CCN(CC(=O)N3CCN(c4ccc(F)cc4)CC3)CC2)cc1	3	-4	1	1	0	101	-0.5	-4	-43	-1
O=C(Cn1nc2n(c1=O)-c1ccccc1SC2)N/N=C/c1ccncc1	5	3	-5	-4	-3	116	-1.0	11	-1	-1
CC1(c2nnc(-c3cccc(Cl)c3)o2)CC(c2ccc(Cl)cc2)=NO1 (configuration not stated)	-3	0	-3	-1	-12	101	0.6	19	-16	6
Cc1cccc(N(C(=O)CNC(=O)c2ccco2)C(C(=O)NC2CCCC2)c2ccncc2)c1 (configuration not stated)	-7	-9	0	3	3	107	1.3	4	25	4
CCCNC(=O)N1c2ccccc2Sc2ccccc21	4	10	-5	3	0	104	-0.7	-6	1	0
COc1cc2ccc(C(C)=O)cc2cc1OC	·	-2	3	-5	2	105	·	·	·	·
COc1ccc(NC(=O)NC23CC4CC(CC(C4)C2)C3)cc1OC	3	-7	-1	4	1	100	-0.6	-3	-15	-1
COc1cc(-c2csc(CCn3nc(C)cc3C)n2)cc(OC)c1OC	-1	3	-4	0	-6	98	0.1	31	-4	1
CC[n+]1c(/C=C/C=C/N(C(C)=O)c2ccccc2)sc2ccccc21	-34	-8	-14	-3	-49	·	6.0	-9	-13	5
Cc1cc2c(cc(C(=O)NCCCN3CCOCC3)n2Cc2ccc(Cl)cc2)o1	-12	-4	4	-3	1	106	2.2	6	12	4
O=C1CC(c2ccccc2)Cc2nc3nc(C(F)(F)F)nn3cc21 (configuration not stated)	4	3	-4	3	-6	101	-0.7	2	17	-3
O=C(Nc1ccc(Br)cn1)c1cccc2c1-c1ccccc1C2=O	8	-18	2	0	-3	99	-1.6	4	-2	-5
CC12C(=O)N(c3nccs3)C(=O)C1C1C=CC2C1 (configuration not stated)	1	-2	-3	-3	1	99	-0.2	-3	11	4
Cc1csc(NC(=O)c2ccc(C)c(S(=O)(=O)N3CCCCC3)c2)n1	-36	7	-9	3	8	·	6.2	-2	-14	6
Cc1ccc(-c2cc(C(=O)Nc3cccnc3)c3ccccc3n2)s1	-41	-7	-10	3	-2	·	7.7	8	-33	10*
O=C(O)c1ccc(N2CCOCC2)c(N2C(=O)C3C4C=CC(C4)C3C2=O)c1 (configuration not stated)	10	13	0	-1	-2	104	-2.0	-4	-16	7
Cc1cc(C)c(C#N)c(N2CCN(CCOc3ccc(Cl)cc3)CC2)n1	-5	-1	-5	-1	-21	119	0.8	-12	3	4
CC(=O)C1=C(C)NC2(O)c3ccccc3C(=O)C12O (configuration not stated)	-6	-3	0	3	0	97	1.2	37	10	-4
CCCn1nc(C(=O)Nc2ccc3c(c2)OCO3)c2ccccc2c1=O	14	-12	4	-4	0	105	-3.6	16	-7	3
CCCNc1c(NS(=O)(=O)c2ccc(Cl)s2)c(=O)oc2ccccc12	4	5	-7	2	2	·	-0.7	7	10	0
O=C(NC(=S)Nc1ccc(S(=O)(=O)Nc2nccs2)cc1)c1cccnc1	18	4	4	1	0	101	-3.2	5	3	-1

(more compounds)
SMILES	OPRM1-OPRD1 inv	PKA-R2B act	PKA-R1A activ	V-ATPase pH	DAGLB inh	Pemphigus Ab inh	MOR-DOR ag	Arrestin-AP2 inh	HTR5A inv ag	HTR5A ag ctr
CC(=O)Nc1cccc(NC(=O)c2cc(-c3cccnc3)nc3ccc(Br)cc23)c1	3	-2	5	-2	-3	101	-0.7	-6	-22	2
Nc1nc(Nc2cccc(C(F)(F)F)c2)nc(C(F)(F)F)n1	-4	-15	-8	3	0	96	0.8	31	-8	0
CNS(=O)(=O)c1cc(C(=O)NCc2ccco2)ccc1Cl	14	4	16	-1	0	·	-2.8	29	29	-13
COC(=O)NC(=C(Cl)Cl)S(=O)(=O)c1ccccc1	-5	-5	11	-2	-1	105	1.1	-8	23	-10
Cc1ccc2nc(N3CCN(Cc4nnnn4C4CCCC4)CC3)c(C#N)cc2c1	14	-7	5	2	-2	·	-2.3	-4	-14	5
O=C(NC1CCCCC1)c1ccc(Cn2cc(Cl)cn2)cc1	11	-10	-6	2	1	105	-1.8	-7	1	0
CCOC(=O)C(=O)C1=C(N2CCOCC2)/C(=C\c2cccc([N+](=O)[O-])c2)CC1	9	-8	11	1	-1	105	-1.8	2	2	0
O=C1CC(N2CCN(c3ccc(F)cc3)CC2)C(=O)N1Cc1ccccc1 (configuration not stated)	0	3	-9	4	-1	110	0.0	17	-33	3
Cc1cc(C(=O)OCC(=O)NCc2cccs2)ccc1[N+](=O)[O-]	3	9	2	-1	-3	93	-0.7	10	8	-2
Cc1c(NC(=O)CSc2n[nH]c(=O)n2-c2ccccc2)c(=O)n(-c2ccccc2)n1C	10	-1	-3	0	-2	103	-1.7	0	-5	2
CSCC[C@H](NC(=O)[C@H](Cc1ccccc1)n1c(=O)[nH]c2ccccc2c1=O)C(=O)N1CCC[C@@H]1C(=O)O	8	-3	-7	0	-1	103	-1.5	-1	-14	0
CCOC(=O)CCNC(=O)Nc1ccc2nc(C)n(Cc3ccc(Cl)cc3)c(=O)c2c1	11	-9	-1	2	2	105	-1.9	2	-14	3
N/C(=N\OC(=O)c1cc(Cl)ccc1Cl)c1ccncc1	-71	0	4	·	-4	89	9.8	-4	0	-1
CC(Oc1cc2oc(=O)c3c(c2cc1Cl)CCC3)C(=O)NCCCn1ccnc1 (configuration not stated)	10	3	-26	1	2	100	-1.9	2	-13	3
C=C(C)c1cccc(C(C)(C)NC(=O)NCC2COCCO2)c1 (configuration not stated)	4	3	-3	-4	-2	100	-0.6	-3	-9	5
CC(NC(=O)COC(=O)CN1C(=O)C2CCCCC2C1=O)c1ccccc1 (configuration not stated)	5	3	8	4	-1	117	-1.1	-8	6	-2
CCCCc1ccc(S(=O)(=O)Nc2nnc(C)s2)cc1	10	-2	-2	3	5	114	-1.8	13	15	7
CC(C)(C)CC(=O)Nc1cccc(-c2cn3cccnc3n2)c1	8	-2	2	2	1	92	-1.6	-9	18	0
CCCC(=O)Nc1c(O)c2ccccc2[nH]c1=O	2	-4	3	3	-1	112	-0.4	4	-6	1
COc1ccccc1Nc1nnc(SC(C)C(=O)NC2CC2)s1 (configuration not stated)	-2	0	-6	1	1	105	0.5	-26	-6	2
CCC/C=C1/CCCOC(C(=O)NCc2ccc(C)o2)(C(F)(F)F)C1 (configuration not stated)	-10	-6	-4	0	-9	96	1.7	0	-14	4
CC1(C)CC2CC(C)(CN2C(=O)CCCN2C(=O)c3ccccc3C2=O)C1 (configuration not stated)	1	0	12	-2	2	103	-0.3	0	-7	3
COc1cccc(OCC(O)CN2CCN(CCN3C(=O)c4cccc5cccc(c45)C3=O)CC2)c1 (configuration not stated)	16	0	5	2	-1	104	-3.0	-2	-8	3
CC1CSC(N(C(=O)c2ccc(S(C)(=O)=O)cc2)c2ccc(Cl)cc2)=N1 (configuration not stated)	18	-7	-4	1	-1	94	-2.7	-7	-6	4
CC(=O)Nc1ccc(C(=O)OCC(=O)NCc2cccs2)cc1	6	-7	0	-3	-3	93	-1.6	22	12	-5

Some of these compounds in order of molecular weight, low to high:
SMILES	OPRM1-OPRD1 inv	PKA-R2B act	PKA-R1A activ	V-ATPase pH	DAGLB inh	Pemphigus Ab inh	MOR-DOR ag	Arrestin-AP2 inh	HTR5A inv ag	HTR5A ag ctr
CCN1CCN(CCOc2ccc(Cl)cc2)CC1	10	-14	-12	2	-2	103	-2.2	32	-11	4
CC[n+]1c(/C=C/C=C/N(C(C)=O)c2ccccc2)sc2ccccc21	-34	-8	-14	-3	-49	·	6.0	-9	-13	5
Cc1cccc(N(C(=O)CNC(=O)c2ccco2)C(C(=O)NC2CCCC2)c2ccncc2)c1 (configuration not stated)	-7	-9	0	3	3	107	1.3	4	25	4

Following part:
SMILES	OPRM1-OPRD1 inv	PKA-R2B act	PKA-R1A activ	V-ATPase pH	DAGLB inh	Pemphigus Ab inh	MOR-DOR ag	Arrestin-AP2 inh	HTR5A inv ag	HTR5A ag ctr
CC1CC(C)CN(C(=O)c2ccc3c(c2)N(Cc2ccccc2)CCS3)C1 (configuration not stated)	-25	-4	-1	0	-8	112	4.9	34	19	-7
CCCn1c(=O)c2c(nc3n2CCN3Cc2ccco2)n(C)c1=O	·	1	-5	4	-5	106	·	9	·	·
O=C(COC(=O)c1cccs1)Nc1ccc(Cl)cn1	6	10	3	0	-2	108	-1.6	4	-25	10
O=C(c1ccc(N2C(=O)CCC2=O)cc1)N1CCOCC1	11	-18	-11	1	0	100	-1.9	0	7	11
CCCC(=O)NC(c1ccc(Cl)cc1Cl)c1ccc2cccnc2c1O (configuration not stated)	17	-2	-14	3	3	100	-3.6	22	12	-3
CCn1c(CNc2ccc(F)cc2)nnc1SCC#N	8	-10	-5	2	1	105	-1.7	18	-9	7
CC1C(=O)N(Cc2cn(CC3CCCCC3)nn2)CCS(=O)(=O)N1Cc1ccc(-c2ccc(Cl)cc2)cc1 (configuration not stated)	·	-1	4	-1	-1	97	·	·	·	·
COc1ccc2cc(C(N)=O)/c(=N/NC(=O)c3ccco3)oc2c1	9	-9	-4	-1	1	101	-1.8	3	8	2
CCN(CC)Cc1c(CC(C)C)oc(C)c1C(=O)O	12	-4	-4	-1	0	99	-2.2	30	-10	-1
C=C(C)CSc1nnc(CCNC(=O)OC(C)(C)C)o1	-17	-9	-1	-7	-6	105	3.3	18	-4	5
C=CCNC(=S)Nc1ccccc1	-6	-9	-18	0	2	103	0.9	-2	-11	5
O=C(CCc1nc(-c2ccccc2F)no1)NC1CCCCCC1	8	-3	-3	1	-1	118	-1.7	6	-12	3
COc1cc(/C=N/NC(=O)c2nc(C)cc(C)n2)ccc1O	18	5	-13	-3	-1	106	-3.3	20	16	-6
Cn1c(N)c(C(=O)COC(=O)CNS(=O)(=O)c2ccc(Cl)c(Cl)c2)c(=O)n(C)c1=O	6	-4	-1	1	2	108	-1.1	-5	9	5
COC(=O)CC1COc2ccccc2N1S(=O)(=O)c1ccc(OC)cc1 (configuration not stated)	9	-8	-6	0	-1	103	-1.9	-16	4	-1
CNC(=O)c1cc2c(cn1)[nH]c1ccccc12	-5	-1	-4	-6	2	103	1.0	-5	-3	1
COc1ccc(S(=O)(=O)Nc2ccccc2C)cc1C(=O)N1CCOCC1	2	5	-7	-1	0	95	-0.3	49	-3	1
CCOP(=O)(Cc1ccc(C(C)(C)CC(C)=O)o1)OCC	-12	12	7	-5	-2	110	2.4	0	-1	-4
CCOCCCNC(=O)C(NC(=O)Cc1c[nH]c2ccccc12)c1ccc(OC)cc1 (configuration not stated)	12	-1	-13	-7	1	111	-2.5	15	12	-5
